Vif-A3G inh: qHTS for Inhibitors of Vif-A3G Interactions: qHTS; AID 602310, 2012; HeLa A3G-eYFP + Vif (tagged APOBEC3G with the HIV-1 protein that degrades it), YFP fluorescence, overnight; Potency, µM (top dose mostly 46.1 µM), for inactives: at the highest dose activity, negative = active, usual class: inhibitors; 410,000 compounds, 0.076% hits;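 also: potency is read from the fitted curve at half-maximal effect; % is scaled to controls: 0 for no effect and ±100 for the full control effect; nearly all actives have a fitted effect of over 60% in size; hits raise eYFP signal because A3G escapes Vif-driven loss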
Target sequence (Q9HC16 whole entry, looked up): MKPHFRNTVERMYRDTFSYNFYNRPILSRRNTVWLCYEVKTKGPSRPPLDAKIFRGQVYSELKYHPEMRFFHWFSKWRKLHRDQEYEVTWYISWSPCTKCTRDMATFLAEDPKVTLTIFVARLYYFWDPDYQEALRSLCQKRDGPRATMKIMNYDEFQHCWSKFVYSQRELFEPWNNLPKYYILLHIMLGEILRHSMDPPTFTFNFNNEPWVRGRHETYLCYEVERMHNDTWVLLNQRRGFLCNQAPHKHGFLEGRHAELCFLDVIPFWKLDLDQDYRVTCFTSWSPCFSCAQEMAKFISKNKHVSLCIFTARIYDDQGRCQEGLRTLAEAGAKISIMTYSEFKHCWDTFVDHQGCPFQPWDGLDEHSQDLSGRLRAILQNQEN
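HeLa cells stably expressing Vif and C-terminally eYFP-tagged A3G, seeded overnight at 37 deg C, then exposed to compound by pintool overnight at 37 deg C. Rise in yellow fluorescence (Ex 488/Em 500-530, Acumen) marks blocked Vif-driven A3G degradation.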
GRP78 ERSR act: qHTS for Inducers of the Endoplasmic Reticulum Stress Response (ERSR) in Human Glioma: qHTS | U87-MG GRP78 promoter luciferase reporter, 16 h | Potency, µM, for the others: top-dose activation, usual class: activators | 420,000 compounds, 0.02% hits; also: potency is read from the fitted curve at half-maximal effect; series mostly up to about 76 µM; % of control where 0% means no effect; nearly all actives have a fitted effect of over 35% in size
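Stably transfected U87-MG human glioma cells carrying a GRP78-based luminescent sensor were seeded at 1000 cells/well, pin-dosed with compounds and incubated 16 h. Luciferase reagent was then added, and end-point luminescence was read after 10 min at room temperature.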
LDHA block: qHTS assay for inhibitors of human lactate dehydrogenase; 480,000 compounds, 0.15% hits; purified LDHA, NADH/diaphorase-resazurin fluorescence; stronger effect = lower value; L-lactate dehydrogenase A chain (Homo sapiens), P00338; activity change, % (values are at about 110 or 230 µM); AID 1347041, 2019; in the data active = activity change below about -30%; inconclusive = mostly about -25% to -30%;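 also: plate controls were DMSO wells for no effect and wells without enzyme for full effect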
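Resorufin fluorescence (ex540/em590), read at 0 and 20 min after diaphorase/resazurin addition, reports the NADH left after a 5 min room-temperature reaction of 2 nM human LDH5 with 0.06 mM NADH and 0.2 mM pyruvate.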
* hit, by the source's call; ? = inconclusive; & = joins results of further samples. Unless noted, calls follow the shape of the dose curve; as a rule, active = well fitted curve in the direction sought with a large enough effect; inconclusive = small, poorly fitted or top-dose-only effect, or another doubt; inactive = no such curve, though single readings can be large; an effect the other way counts as inactive or inconclusive.

SMILES,Vif-A3G inh,GRP78 ERSR act,LDHA block
COc1ccc(-n2nnnc2C(c2cccc3ccccc23)N2CCN(C/C=C/c3ccccc3)CC2)cc1 (stereo not drawn),1%,-3%,-10
C=CCCC(=O)N1C[C@H]2CON(C)[C@H]2C[C@H]1c1ccc(-n2ccnc2)cc1,0%,-3%,1
COc1ccc(OC)c(C=C2CCc3ccccc3C2=O)c1,?,1%,1
Fc1ccc(-c2nc3ccc(Br)cn3c2Cc2cccc(Cl)c2)cc1,-4%,2%,-1
CNc1cc(-c2ccc(O)cc2C)ncn1,-3%,6%,-5
Cc1cccc(C)c1-n1nnnc1SCc1nc(N)nc(N(C)C)n1,-11%,-2%,-8
Cc1ccc(F)cc1C(=O)N1CCCC(c2cc(C(=O)Nc3ccccc3Cl)no2)C1 (stereo not drawn),-2%,-3%,-18
CC(=O)OCON[N+]([O-])=NC(C)C,1%&2%,7%&-3%,4
COCCNC(=O)C1(C)CCCN(CCC(=O)c2ccc(Br)cc2)C1 (stereo not drawn),-14%,-12%,-8
O=C(Nc1ccccc1Cl)c1cc(C2CCCN(C(=O)CCCc3ccccc3)C2)on1 (stereo not drawn),3%,4%,0
CCc1nc2c(OCCC3CCCCC3)cccn2c1N(C)C(=O)c1ccncc1,-3%,0%,-3
CSCCC(c1nnnn1C1CCCC1)N1CCN(C/C=C/c2ccccc2)CC1 (stereo not drawn),-4%,-2%,-8
COc1cc(CN2C(=O)C(C)ON=C2c2cccs2)cc(OC)c1 (stereo not drawn),-1%,0%,2
CCCC(=O)N1CCCC1(C)C(=O)Nc1cccc(OC(C)C)c1 (stereo not drawn),0%,-3%,1
Cc1cc(Br)cn2c(Cc3ccsc3)c(-c3ccc(C#N)cc3)nc12,-11%,0%,5
CC(C)CC(N)c1csc(NC(=O)NCCc2ccccc2)n1 (stereo not drawn),3%,-4%,-2
NC(=O)c1cccc(-c2coc3c(C(=O)NC4CCCCC4)cccc23)c1,-20%,-3%,-15
COc1ccc(C(O)c2ncc(-c3ccccc3)[nH]2)cc1F (stereo not drawn),-2%,-3%,-13
Cc1cccc(C)c1NC(=O)CN1CCN(C/C=C/c2ccccc2)CC1,-1%,-5%,-3
OC(c1ccc(F)c(F)c1)c1nc(-c2ccccc2)cs1 (stereo not drawn),-4%,7%,-2
COc1ccc(CN2CCC2(C)C(=O)NCc2ccc3c(c2)OCO3)c2ccccc12 (stereo not drawn),-1%,-4%,-2
COc1ccc(F)cc1-c1cc(C(=O)NCc2ccc(C(F)(F)F)cc2)[nH]n1,3%,-4%,-5
O=C(Nc1nnc([C@@H]2C[C@H](O)[C@@H](CO)O2)s1)c1cccc(OC(F)(F)F)c1,0%,-3%,-8
COc1ccc(-c2ccc(C(=O)Nc3ccc(OC)nc3)c3occc23)c(C)c1,-8%,0%,-1
CN(C)/[N+]([O-])=N/Oc1cc(F)c([N+](=O)[O-])cc1[N+](=O)[O-],-6%,0%,9
CCOC(=O)C1=C[C@@H](c2ccccc2)N(S(=O)(=O)c2ccc(C)cc2)[C@H]1c1ccc(OC)cc1,-5%,-4%,-9
Nc1ncnc2c1ncn2[C@@H]1O[C@H](C(=O)N[C@@H](CO)c2ccccc2)[C@@H](O)[C@H]1O,0%,-3%,-5
CCOC(=O)C1=CCN(S(=O)(=O)c2ccccc2Br)C1c1cccc(C)c1 (stereo not drawn),1%,-1%,-8
CC1(C(=O)NS(=O)(=O)c2cccs2)CCN1C(=O)c1ccccc1 (stereo not drawn),1%,-2%,-5
COCCNc1nc(Oc2ccc(C(N)=O)cc2)c2sccc2n1,-10%,-4%,-6
CC1(Cc2ccc(OC(F)(F)F)cc2)C(=O)Nc2ccc(S(=O)(=O)NC3CCCCC3)cc21 (stereo not drawn),-2%,13%,-3
Cc1ccc(S(=O)(=O)NC(=O)C2(C)CCN2C(=O)c2ccc(C(F)(F)F)nc2C)cc1 (stereo not drawn),0%,0%,1

Taken from above:
COc1ccc(-c2ccc(C(=O)Nc3ccc(OC)nc3)c3occc23)c(C)c1 in GRP78 ERSR act is listed with 0%
C=CCCC(=O)N1C[C@H]2CON(C)[C@H]2C[C@H]1c1ccc(-n2ccnc2)cc1 in Vif-A3G inh is listed with 0%
Nc1ncnc2c1ncn2[C@@H]1O[C@H](C(=O)N[C@@H](CO)c2ccccc2)[C@@H](O)[C@H]1O in LDHA block is listed with -5
O=C(Nc1nnc([C@@H]2C[C@H](O)[C@@H](CO)O2)s1)c1cccc(OC(F)(F)F)c1 in GRP78 ERSR act is listed with -3%
CC(C)CC(N)c1csc(NC(=O)NCCc2ccccc2)n1 (stereo not drawn) in Vif-A3G inh is listed with 3%

Additional compounds.
SMILES,Vif-A3G inh,GRP78 ERSR act,LDHA block
CC(=O)Nc1cccc(-c2cc(NC(C)=O)c3ncc(-c4ccccc4)n3c2)c1,-21%,-7%,0
Cc1cc(C(O)c2ncc(-c3ccccc3F)[nH]2)ccc1F (stereo not drawn),-2%,0%,-10
COc1ccc2c(c1)nc(-c1cccc(Br)c1)c(=O)n2C(c1ccccn1)c1nc2ccccc2[nH]1 (stereo not drawn),-10%,-1%,3
O=C(CC[C@H]1O[C@@H](n2cnc3c(NC(=O)c4ccccc4)ncnc32)[C@H](O)[C@@H]1O)NCc1ccc2c(c1)OCO2,-2%,3%,-2
CCc1nc2ccc(C(=O)Nc3ccc(OC)c(OC)c3)cn2c1N(C)C(=O)Cc1ccccc1,-4%,-3%,-2
COCCCNC(=O)c1cccc2c(-c3ccc(OC)cc3C)coc12,-28%,-2%,1
CC1(Oc2ccccc2-c2ccn[nH]2)CCN(Cc2ccc(OC(F)(F)F)cc2)C1 (stereo not drawn),-7%,-3%,-2
CCc1nc2c(OCCC3CCCCC3)cccn2c1N(C)C(=O)c1ccco1,1%,-1%,-5

Next section.
Order of values – Vif-A3G inh	GRP78 ERSR act	LDHA block
CC(C)c1ccc(NC(=O)Nc2nc(CN)cs2)cc1
 : -8%	-1%	-6
CC1Sc2ccccc2N(Cc2ccccc2)C1=O (stereo not drawn)
 : -8%	1%	-4
Cc1ccccc1CC(=O)Nc1ccc2c(c1)c(=O)n(C)n2-c1cccs1
 : -23%	7%	0
CCNC(=O)C1CCCN(C(=O)c2ccc(C(F)(F)F)cc2)CC1 (stereo not drawn)
 : 0%	-2%	-7
CNc1nc(Oc2cccc(F)c2)c2sccc2n1
 : -3%	-3%	4
FC(F)(F)c1ccccc1Cc1c(C2CCCCC2)nc2ccc(Br)cn12
 : -5%	-1%	5
CCCCCCCNc1ccc(/C=C/c2ccnc3ccccc23)cc1
 : ?	-3%	-4
COc1ccc(NC(=O)c2cc(-c3ccc(F)cc3OC(C)C)n[nH]2)cn1
 : -2%	-3%	-5
CSc1ccc(OC2(C)CCN(Cc3ccc(-c4ccccn4)cc3)C2)cc1 (stereo not drawn)
 : 1%	-3%	-6
CSc1ccc(Cn2c(C)c(C(=O)NCCC#N)sc2=O)cc1
 : -1%	3%	-6
COc1cccc(NC(=O)C2(C)CCN2Cc2ccc(OC)c3ccccc23)c1 (stereo not drawn)
 : 1%	-2%	0
Cc1ccc(S(=O)(=O)Nc2ccc(Nc3nccn4c(-c5cccc(OC(F)(F)F)c5)cnc34)cc2)cc1
 : 2%	11%	-18
CC[C@H](C)C1OC(=O)[C@@H](C)[C@@H](CC)NC(=O)[C@H](C)N(C)C(=O)C(C)(C)C(=O)C(C)NC(=O)[C@H](Cc2ccc(OC)cc2)N(C)C(=O)[C@H](C(C)C)N(C)C(=O)CNC(=O)[C@H](CC(C)C)N(C)C(=O)CNC1=O (stereo partly drawn)
 : -12%	-5%	6
CCOC(=O)C1=C[C@@H](c2ccccc2)N(S(=O)(=O)c2ccc(C)cc2)[C@H]1c1ccc(F)cc1
 : -5%	-2%	0
COc1cc(F)ccc1-c1cc(C(=O)NCc2ccc(F)cc2)[nH]n1
 : -6%	2%	-3
COc1ccc(NC(=O)C2(C)CCCN(C(C)C)C2)cc1F (stereo not drawn)
 : -1%	-4%	-3
Cc1cc(C)c2nc3sc(=Cc4ccc(-c5ccccc5C(=O)O)o4)c(=O)n3c2c1
 : ?	-5%	-7
CC1(C(=O)NS(=O)(=O)c2ccc(Cl)s2)CCN1C(=O)CCc1ccccc1 (stereo not drawn)
 : 1%	-2%	-14
COc1cccc(C(NC(C)=O)c2nc(-c3ccccc3C)cs2)c1 (stereo not drawn)
 : -3%	-2%	-8
CC(=O)Nc1cc(-c2ccc(N(C)C)cc2)cn2c(-c3ccc(F)cc3)cnc12
 : ?	4%	3
Cn1c(=O)c2cc(NC(=O)NCc3ccc(F)cc3)ccc2n1Cc1cccc(C(F)(F)F)c1
 : -2%	-5%	-2
Cc1ccc(C)c(NCCCCC(=O)O)c1
 : -1%	-3%	-5
Cc1ccccc1CN1CCN(C(=O)[C@H]2O[C@@H](n3ccc(=O)[nH]c3=O)[C@H](O)[C@@H]2O)CC1
 : 0%	-2%	-2
Cc1ccc(C=C2SC(=S)N(CCCC(=O)Nc3cccc(C(=O)O)c3)C2=O)cc1
 : -3%	-7%	-7
O=C1NC(=S)SC1=Cc1ccccc1C(=O)O
 : 3%	-1%	-9
COc1ccc(NC(=O)c2cc(C3CCCCN3C(=O)Cc3ccc(N(C)C)cc3)on2)c(C)c1 (stereo not drawn)
 : 2%	-2%	1
CC1=C(C(=O)N2CCCCCC2)CC(CC(=O)NCCCN(C)C)C(=O)N1Cc1ccccc1 (stereo not drawn)
 : -1%	-3%	-7
O=C(NC(c1ccc(F)cc1)c1ccc2ccccc2n1)C1CCN(Cc2ccc3ccccc3n2)CC1 (stereo not drawn)
 : -13%	-1%	-2
CC(C)Oc1ccc(CN2CCC2(C)C(=O)Nc2ccc3c(c2)OCO3)cc1 (stereo not drawn)
 : -2%	2%	8
N#Cc1cccc(NC(=O)c2cc(C3CCCCN3C(=O)CCc3ccccc3)on2)c1 (stereo not drawn)
 : 0%	-3%	0

Continued, overlapping the part above by two compounds.
Order of values – Vif-A3G inh	GRP78 ERSR act	LDHA block
CC(C)Oc1ccc(CN2CCC2(C)C(=O)Nc2ccc3c(c2)OCO3)cc1 (stereo not drawn)
 : -2%	2%	8
N#Cc1cccc(NC(=O)c2cc(C3CCCCN3C(=O)CCc3ccccc3)on2)c1 (stereo not drawn)
 : 0%	-3%	0
COc1ccccc1-c1cc(NC(C)=O)c2ncc(-c3cccc(C(F)(F)F)c3)n2c1
 : -10%	-1%	3
Cn1c(=O)c2c(-c3ccccc3)n(-c3cc([N+](=O)[O-])ccc3N)cc2n(C)c1=O
 : -5%	-2%	2
N#Cc1nc(N)nc(N2CCCCC2)n1
 : 2%	0%	-8
CC(=O)c1ccc(-c2cccc3nccn23)cc1
 : 0%	-3%	-2
Fc1ccc(-c2nc3ccc(Cl)cn3c2Cc2cccc(Cl)c2)cc1
 : -1%	-1%	-2
O=C(Nc1cccc2ccccc12)c1csc(COCCO)n1
 : -24%	-1%	-9
C[N+](C)(C)c1ccc(/C=C/c2ccnc3ccccc23)cc1
 : 8%	-7%	9
CN1OC[C@@H]2CN(Cc3ccc(Cl)cc3)[C@H](c3ccc(N4CCCCC4)cc3)C[C@@H]21
 : -4%	0%	0
COc1cccc(OC)c1-c1cc(CCCc2cc(-c3c(OC)cccc3OC)nc3ccccc23)c2ccccc2n1
 : -4%	-8%	4
Nc1ncnc2c1ncn2[C@@H]1O[C@H](C(=O)N(CCC2=CCCCC2)CC2CC2)[C@@H](O)[C@H]1O
 : -2%	1%	-7
Brc1ccc2nc(-c3ccco3)c(Cc3ccccc3)n2c1
 : -16%	9%	-1
Cn1c(=O)c2cc(NC(=O)CCc3cccnc3)ccc2n1Cc1cccc(C(F)(F)F)c1
 : 1%	-1%	5
CC(O)(c1ccccc1)c1nc(-c2ccc(Cl)cc2)cs1 (stereo not drawn)
 : -3%	-2%	-6
COc1cc(C)c(NC(C)C(=O)c2c(C)[nH]c3ccccc23)cc1OC (stereo not drawn)
 : -9%	-3%	7
C(/Oc1ccccc1)=C1\Nn2c(nnc2-c2cc(-c3ccccc3)n[nH]2)S1
 : 0%&2%	1%&-4%	-2&1
CCCCNC(=O)c1nc(C2CCN(S(=O)(=O)c3ccc(F)c(F)c3)CC2)oc1-c1ccccc1
 : -2%	-4%	-1
COc1ccccc1-c1csc(C(NC(C)=O)c2ccc(F)c(F)c2)n1 (stereo not drawn)
 : -3%	1%	-2
CCOC(=O)C1CCCN(C(=O)/C=C/c2ccccc2)CC1 (stereo not drawn)
 : -3%	3%	-1
CC(O)(c1ccc(F)c(F)c1)c1nc(-c2ccoc2)cs1 (stereo not drawn)
 : ?	?	-6

Only part of the results is shown, so the mix of outcomes need not match the whole.
